PABP1 MLLE inh: inhibitors of microRNA-mediated deadenylation, human PABP1 MLLE binding; hit rate 0.36% among 360,000; AID 588489; inhibition, % at 20 µM; GST-MLLE / FITC-PAM2 fluorescence polarization; P11940; in the data active = inhibition above about 35%, passing the limit was not always enough;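 also: plate controls were DMSO wells with GST-MLLE for no effect and wells lacking GST-MLLE protein for full effect; some results filed as inactive read as strong as hits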
Neddyl block: blocks human cullin neddylation | calls only at 25 µM | P61081+Q13564 | hit rate 0.58% among 360,000 | TR-FRET cullin neddylation, biochemical; in the data active = inhibition above about 36%
Target sequence (P61081 whole entry, looked up): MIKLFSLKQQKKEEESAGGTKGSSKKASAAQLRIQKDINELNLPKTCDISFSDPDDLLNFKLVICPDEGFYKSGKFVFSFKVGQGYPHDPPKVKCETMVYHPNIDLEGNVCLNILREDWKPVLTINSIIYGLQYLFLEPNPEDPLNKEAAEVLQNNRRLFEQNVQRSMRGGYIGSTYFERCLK
Target sequence (Q13564 whole entry, looked up): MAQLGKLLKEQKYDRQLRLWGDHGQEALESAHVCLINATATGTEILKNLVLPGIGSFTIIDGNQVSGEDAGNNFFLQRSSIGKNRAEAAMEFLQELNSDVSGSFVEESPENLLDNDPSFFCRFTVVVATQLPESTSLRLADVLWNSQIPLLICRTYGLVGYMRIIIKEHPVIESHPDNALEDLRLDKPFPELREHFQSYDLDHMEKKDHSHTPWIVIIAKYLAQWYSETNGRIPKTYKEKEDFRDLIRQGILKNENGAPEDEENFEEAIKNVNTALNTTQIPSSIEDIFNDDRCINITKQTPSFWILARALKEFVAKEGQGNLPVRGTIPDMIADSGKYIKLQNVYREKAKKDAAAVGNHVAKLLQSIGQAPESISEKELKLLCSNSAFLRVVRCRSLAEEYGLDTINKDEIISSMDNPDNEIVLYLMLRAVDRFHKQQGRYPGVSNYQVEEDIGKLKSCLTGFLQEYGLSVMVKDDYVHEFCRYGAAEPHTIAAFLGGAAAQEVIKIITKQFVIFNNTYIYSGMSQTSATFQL
MsrA inh: inhibits bovine methionine sulfoxide reductase A. purified bovine MsrA, absorbance read-out. inhibition, % at 15.5 µM. hit rate 0.75% among 360,000; in the data active = inhibition above about 4.5%;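 also: 0% = vehicle wells with enzyme and 100% = reference inhibitor wells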
FAS-TE inh: FAS thioesterase (human) inhibition | recombinant FAS-TE, OMFH fluorogenic substrate, fluorescence endpoint | inhibition, % at 15 µM | hit rate 0.67% among 360,000;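 active = compounds whose normalised, plate-corrected inhibition of enzyme fluorescence in the single-dose primary screen is 50% or more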;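 also: 0% = DMSO with enzyme and 100% = substrate without enzyme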
E coli Lon inh: inhibitors of E. coli Lon protease. AID 602123. purified E. coli Lon protease, fluorescence polarization. inhibition, % at 7.94 µM. hit rate 0.42% among 360,000; in the data active = inhibition above about 13%, passing the limit was not always enough;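 also: 0% = enzyme with probe and DMSO and 100% = no enzyme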
Tb MetRS inh: blocks T. brucei methionyl-tRNA synthetase activity; hit rate 0.4% among 360,000; purified T. brucei MetRS, ATP depletion, Kinase-Glo luminescence; inhibition, % at 11.9 µM;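 active = inhibition above a per-plate cutoff of the control wells' mean inhibition plus 3 SD, cut at about 5.5% in these data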;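 also: 0% = DMSO wells median and 100% = median of wells with control inhibitor compound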
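Material: T. brucei methionyl-tRNA synthetase, purified; reagent: substrates ATP, L-methionine and bulk Escherichia coli tRNA; dosing: 11.9 µM single point; timing: 15 min plus 2 h at 25 °C; detection: luminescence of leftover ATP; evaluation: % inhibition; control set: DMSO-only wells as low control; replicates: singlicate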
CSN deneddyl inh: blocks human CSN-mediated cullin deneddylation | Q92905 | Purified CSN, SCF-Nedd8-OG deneddylation, fluorescence polarization | inhibition, % at 12.5 µM | hit rate 0.38% among 360,000 | AID 651999;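 active = pattern-corrected inhibition above about 35%, with an unprinted fluorescence ratio check between 0.5 and 1.5, limit read from the data, passing the limit was not always enough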;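 also: 0% = enzyme with substrate and 100% = substrate without enzyme; some results filed as inactive read as strong as hits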
Target sequence (Q92905 whole entry, looked up, one chain of several): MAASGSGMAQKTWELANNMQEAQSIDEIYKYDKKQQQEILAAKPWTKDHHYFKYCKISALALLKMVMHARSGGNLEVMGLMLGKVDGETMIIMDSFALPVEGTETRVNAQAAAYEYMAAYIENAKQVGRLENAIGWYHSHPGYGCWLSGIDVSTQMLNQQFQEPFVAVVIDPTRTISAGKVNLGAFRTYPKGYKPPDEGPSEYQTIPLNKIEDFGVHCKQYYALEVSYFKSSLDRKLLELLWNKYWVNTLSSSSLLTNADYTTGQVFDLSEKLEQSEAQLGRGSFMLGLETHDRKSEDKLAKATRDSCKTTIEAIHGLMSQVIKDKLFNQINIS
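Assay system: purified human Csn5 enzyme expressed in HEK293T cells; Input: 0.24 nM Csn5 enzyme, final concentration; Reagent: 10 nM SCFSkp2-Nedd8OG; Compound dosing: 12.5 µM single point; Times: reaction 90 min, room temperature; Technique: fluorescence polarization readout.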
MsrA act: activates bovine MsrA enzyme | purified bovine MsrA, absorbance read-out | activation, % at 10.6 µM | hit rate 0.3% among 360,000; in the data active = activation above about 7.5%;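 also: 0% = vehicle and 100% = reference activator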
Rin1-Abl PPI inh: human Rin1-Abl interaction inhibition; P00519+Q13671; TR-FRET Rin1/Abl binding, biochemical; inhibition, % at 7.35 µM; hit rate 0.4% among 360,000; AID 588664; in the data active = inhibition above about 5%, passing the limit was not always enough
Active calls of the source: *; i = inactive; . = not tested or not shown; + = active, no number; & = joins results of further samples. Outcome played no part in choosing rows (roughly 4% active in at least one column).

SMILES	PABP1 MLLE inh	Neddyl block	MsrA inh	FAS-TE inh	E coli Lon inh	Tb MetRS inh	CSN deneddyl inh	MsrA act	Rin1-Abl PPI inh
COc1ccc(/C=C/C(=O)c2ccc(OC)cc2OC)cc1	-2	i	2.9	6	2	1.4	8	-2	-1
Cc1ccc2c(c1)N(CCCC(=O)NCc1cccnc1)C(=O)CO2	-6	i	-0.7	-7	-1	-0.9	-1	-5	3
O=C(CSc1ncnc2c1cnn2-c1ccc(F)cc1)NCC1CCCO1 (stereo not drawn)	-24	i	0.3	9	-4	-0.1	3	-2	-15
O=C(CN1C(=O)S/C(=C\c2ccc(F)cc2)C1=O)Nc1cccc(S(=O)(=O)NCc2ccco2)c1	-2	i	1.5	33	4	-0.7	8	-6	0
COc1ccc(C(=O)O)cc1NCc1ccc(C)s1	-11	i	-0.2	-3	-3	-0.6	6	-3	4
Cc1cc(NC(=O)CN2CCCC(C)C2)no1 (stereo not drawn)	-7	i	1.0	-1	-8	-0.2	-3	-2	-1
COc1ccc(CCN2CCCC(CN(C)C(=O)c3ccoc3C)C2)cc1 (stereo not drawn)	-14	i	0.7	-5	-2	-0.5	-2	-1	1
Cc1ccc(C(=O)Nc2nnc(-c3ccco3)o2)cc1C	-13	i	1.2	-7	4	0.2	-14	-3	-1
CCOC(=O)CNC(=O)N1c2ccccc2Sc2ccccc21	-4	i	-0.7	-3	-6	-0.7	1	-1	1
CCOC(=O)c1sc2nc(C)c3c(c2c1N)CC(C)(C)OC3	3	.	-0.1	2	1	-0.2	2	0	-2
CN1C2C=CC(=O)C1C1C(=O)N(c3ccccc3)C(=O)C12 (stereo not drawn)	10	i	-1.3	-5	-8	-0.9	0	-5	-1
CCCC(=O)NC(=S)Nc1ccccc1C(=O)OC	0	i	0.8	-6	-7	-1.4	2	-6	0
COc1ccc(NC(=O)c2cc(C3CCCCN3S(=O)(=O)c3cn(C)cn3)on2)c(C)c1 (stereo not drawn)	12	i	-0.6	-8	0	-0.2	0	-6	5
CCOc1ccc(Br)cc1CC(=O)O	-10	i	-0.2	-6	-7	1.0	-2	-9	4
CN(C)c1nccc(N(Cc2ccccc2)Cc2ccccc2)c1C#N	-1	i	-1.0	16	1	-1.2	-3	-5	-2
Cc1c(/C=N/NC(=O)COc2ccccc2[N+](=O)[O-])c2ccccc2n1C	-14	i	2.4	12	-8	-0.8	1	-5	1
Cc1cc(C)cc(C(=O)NCC(=O)OCC(=O)NCC(F)(F)F)c1	-9	i	1.0	-3	-4	-0.9	-3	-4	-1
COc1ccccc1CCNC(=O)C1CCCO1 (stereo not drawn)	-5	i	0.7	-9	1	-1.4	-7	-13	0
Cc1cccc(OCC(=O)N/N=C\c2cccn2C)c1C	-6	i	0.0	0	3	-0.8	-1	-3	0
CCOCc1nnc(NC(=O)C2CC(=O)N(C3CCCC3)C2)s1 (stereo not drawn)	12	i	0.7	-4	-2	-0.4	6	-2	1
c1ccc(CSc2nnc(-c3ccccn3)n2-c2ccccc2)cc1	1	i	-1.8	-1	3	-0.3	2	-4	0
COc1ccc(CCNC(=O)CN(C2CCCCC2)S(C)(=O)=O)cc1OC	-99	i	-1.0	-6	-4	-0.1	-4	1	2
O=C(CN1CCN(C(=O)CNC(=O)c2ccc3c(c2)OCO3)CC1)Nc1ccc(F)cc1	-4	i	0.0	-9	1	-0.3	-2	0	0
CCOc1cc(NC(=O)c2ccco2)c(OCC)cc1NC(=O)CCc1ccccc1OC	-4	+	2.1	20	-4	-0.2	1	-3	-2
Nc1cccnc1Sc1cc(Cl)cc(Cl)c1	19	i	1.4	2	-4	1.1	0	-4	-4

Quoted at random: 3 records from the list.
SMILES	PABP1 MLLE inh	Neddyl block	MsrA inh	FAS-TE inh	E coli Lon inh	Tb MetRS inh	CSN deneddyl inh	MsrA act	Rin1-Abl PPI inh
COc1ccc(CCN2CCCC(CN(C)C(=O)c3ccoc3C)C2)cc1 (stereo not drawn)	-14	i	0.7	-5	-2	-0.5	-2	-1	1
Cc1cc(NC(=O)CN2CCCC(C)C2)no1 (stereo not drawn)	-7	i	1.0	-1	-8	-0.2	-3	-2	-1
Cc1c(/C=N/NC(=O)COc2ccccc2[N+](=O)[O-])c2ccccc2n1C	-14	i	2.4	12	-8	-0.8	1	-5	1

Next section.
SMILES	PABP1 MLLE inh	Neddyl block	MsrA inh	FAS-TE inh	E coli Lon inh	Tb MetRS inh	CSN deneddyl inh	MsrA act	Rin1-Abl PPI inh
S=C(N/N=C/c1cccc2ccccc12)Nc1cccc(Cl)c1	-3	i	0.0	12	-1	5.8*	0	4	0
Cc1cc(C)cc(NC(=O)N2CCN(C/C=C/c3ccccc3)CC2)c1	-15	i	0.1	1	-13	-0.6	-3	-3	-5
O=C(Cc1ccccc1)N1CCC(C(=O)N2CCN(c3ccc(F)cc3)CC2)CC1	-1	i	-0.6	-1	3	-0.3	-5	0	0
COc1cc(C(=O)NNC(=O)COc2ccc(C)cc2)ccc1OCC(=O)N1CCOCC1	-5	i	-0.5	-5	14	-0.7	-1	-9	3
CCOC(=O)N1CCC(=NNC(=O)NC2CCCCC2)CC1	5	i	0.5	-5	-1	-0.9	-1	-4	5
COc1ccc(C(=O)Nn2c(CC(C)C)nc3cc(Cl)ccc3c2=O)c(OC)c1	-6	i	0.7	22	-4	-0.2	2	-4	4
Cc1cc(CNC(=O)COc2ccc([N+](=O)[O-])cc2)c2ccccc2n1	-4	i	0.0	7	-3	0.0	-3	-3	-1
CC(C)C[C@@H]1O[C@H](C(C)C)Cc2[nH][nH]c(=O)c21	.	i	0.6	-14	-1	-1.1	2	-5	.
CCNc1nc(Cl)nc(NCc2ccccc2)n1	-16	i	-1.1	-5	-2	-0.2	0	-2	-1
Cc1ccc(NC(=S)N=Nc2c(O)n(C)c3ccc(S(=O)(=O)N4CCOCC4)cc23)cc1C	13	i	-0.2	73*	-3	-0.4	-11	-3	-1
O=C(C1CCN(S(=O)(=O)c2ccc(F)cc2)CC1)N1CC=C(c2ccccc2)CC1	20	i	-0.1	6	4	-0.2	2	-2	-2
O=C(CCOc1ccccc1)N1CCCC(Nc2ccccc2)C1 (stereo not drawn)	-6	i	-0.3	5	16	-0.5	0	0	0
Cc1cccc(N2CCN(CC(O)COCc3cccs3)CC2)c1C (stereo not drawn)	12	i	-0.1	-4	7	-0.2	-5	-4	2
CCCCSc1ncc(C(=O)OCC)c(N)n1	-2	i	-0.1	-1	-5	-0.7	-5	-3	4
CCN(CC)C(=O)Cn1cc(SCC(=O)NC2CCCCC2)c2ccccc21	7	i	0.1	-4	-4	-0.3	1	-1	-4
CCCNC(=O)/C(C#N)=C1\N=C(NC(=O)c2cccs2)c2ccccc21	0	i	-0.7	-4	-11	-0.7	1	-4	2
Cc1ccc(NC(=O)CN2CCN(C(=O)c3ccco3)CC2)cc1	0	i	-1.0	-3	-1	-0.2	-3	-2	2
Cc1onc(-c2ccccc2)c1C(=O)Nc1ccccc1N1CCOCC1	-1	i	0.6	6	-5	0.2	-5	0	1
CCOc1ccc(NC(=O)COc2ccccc2)c([N+](=O)[O-])c1	-5	i	-0.1	-13	-12	-0.7	2	-2	-7
CNC(=S)NNC(=O)c1sccc1OCc1ccc(Cl)cc1Cl	-86	i	1.1	-3	-3	0.4	-6	0	-2
O=C(Nc1ccc[n+](CC(=O)c2cccc3ccccc23)c1)c1ccccc1	-3	i	-0.1	7	-6	-1.5	-9	-9	-3
C=CCn1c(SCC(=O)NCC(=O)OCC)nnc1-c1ccccn1	12	i	-0.4	-6	2	0.2	-6	-1	-3
CCCSc1nc(C)c(C(C)=O)cc1C#N	-1	i	.	20	3	-0.2	1	-9	-1
NC(=O)C1CCN(C(=O)CSc2nc3c(c(-c4ccccc4)n2)CCCC3)CC1	-5	i	2.4	-8	2	0.0	-2	-2	2
Cc1ccccc1NC(=O)c1ccccc1O	-3	i	0.9	-4	-1	-0.2	-2	-2	-1

Carrying on.
SMILES	PABP1 MLLE inh	Neddyl block	MsrA inh	FAS-TE inh	E coli Lon inh	Tb MetRS inh	CSN deneddyl inh	MsrA act	Rin1-Abl PPI inh
Cc1ccc(S(=O)(=O)CCC(=O)Oc2ccc3c(C)cc(=O)oc3c2)cc1	10	.	3.3	10	2	-0.5	4	-5	5
Cc1ccc(OCCCCCN2CCOCC2)c(Cl)c1	-5	i	0.5	-5	-2	2.3	3	-3	1
CCN(CC(=O)Nc1ccccc1C(F)(F)F)C(=O)C1=COCCO1	-26	i	-1.4	-5	-1	-0.1	-3	-1	5
CN(C)CCNC(=O)/C(=C/c1ccc(-c2cccc([N+](=O)[O-])c2)o1)NC(=O)c1ccccc1	-4	i	2.0	2	-1	-0.3	-11	-4	-5
O=C(c1noc2c1CCCC2)N1CCC(CO)(Cc2ccccc2Cl)CC1	-21	i	-0.1	2	3	0.1	-17	-4	4
Cc1ccc(CN2C(=O)C(CC(C)C)Nc3ncnc(N4CCOCC4)c32)cc1 (stereo not drawn)	12&-3	i	-0.5&0.3	-8&-1	-1&0	-0.1&0.2	0&2	-3&-3	5&6
Cc1ccc(OCC(=O)Nc2ccccc2C(=O)NC2CC2)cc1	1	i	-0.5	-5	4	-0.2	-1	0	5
CCn1c2ccccc2c2cc(NC(=O)Cc3ccc(S(=O)(=O)N4CCOCC4)s3)ccc21	-55	i	-0.7	15	-10	-0.5	1	-4	-1
CCCCC(=O)Nc1nc(C)c(-c2csc(Nc3cc(OC)ccc3OC)n2)s1	2	i	0.3	10	-18	-0.5	-1	-4	3
CSCCC(C(=O)Nc1c(C)cccc1C)n1c(COc2ccc(C)cc2)nc2ccccc21 (stereo not drawn)	.	i	0.5	.	.	-0.4	-1	.	.
CCN(CC1CCCO1)C(=O)c1cc(COc2ccc(F)cc2F)on1 (stereo not drawn)	-14	i	-0.3	-4	2	-0.3	0	-2	-2
CC1CN(S(=O)(=O)c2ccc(C(=O)Nc3ccc(S(=O)(=O)Nc4ncccn4)cc3)cc2)CC(C)O1 (stereo not drawn)	8	i	0.9	-7	-6	-1.5	-6	-6	-2
Cn1c(N)c(C(=O)COC(=O)CCc2c[nH]c3ccccc23)c(=O)n(C)c1=O	-14	i	0.7	3	1	-0.8	3	-3	-5
O=C(COC(=O)c1ccc2c(c1)OCCO2)Nc1ccccc1C(F)(F)F	1	i	-0.2	0	1	-0.2	1	0	-4
COc1ccc(Nc2nc3ccccc3c(=O)[nH]2)cc1	-5	i	-1.0	-6	2	0.5	-1	-5	1
O=[N+]([O-])c1cc([N+](=O)[O-])c(Oc2cccc3c2CCCC3)cc1NN1CCCCC1	-1	i	-0.1	21	-3	-0.2	-2	-6	4
C[C@@H]1CCCCO[C@H](CN(C)S(=O)(=O)c2cccs2)[C@H](C)CN([C@@H](C)CO)C(=O)c2cc(NC(=O)NC3CCCCC3)ccc2O1	5	i	-0.6	14	2	0.7	4	-1	2
O=C(CCNC(=O)c1ccco1)Nc1nc(-c2ccccc2)cs1	9	i	0.8	-2	-12	-0.2	0	-1	3
COc1ccc(S(=O)(=O)Nc2ccc3cn[nH]c3c2)cc1[N+](=O)[O-]	-1	i	0.5	-5	5	-0.5	-2	-9	-3
COc1ccccc1NC(=O)c1ccc(N2CC3CC(C2)c2cccc(=O)n2C3)c(NC(=O)c2ccncc2)c1 (stereo not drawn)	9	i	0.5	-3	-5	-0.2	4	-4	-5
Cc1ccc(CNC(=O)CCNC(=O)c2ccc(Br)o2)cc1	-3	i	1.7	-6	4	0.0	-2	-4	-2

Compound activity: PubChem, several laboratories
